# Cardio protect: myocardial damage modulation in H9c2 cells | H9c2 cardiomyocytes, H2O2 injury protection, ATPLite, 2 h | protection from H2O2 cell death, % at 20 µM | 0.63% of 360,000 active | AID 588492;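 active = compounds giving at least 50% protection of heart cells from peroxide-induced death in the single-dose screen, raw or plate-pattern-corrected value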;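 also: 0% = DMSO wells with peroxide and 100% = DMSO wells without peroxide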
# CaV13 FRET inh: Primary screen for inhibitors of IQ motif and Ca2+-dependent inactivation inhibitor domain binding in CACNA1D, Förster resonance energy transfer in living cells, …; 0.098% of 340,000 active; AID 743397; inhibition, % at 12.3 µM; HEK cells, CFP/YFP FRET ICDI-IQ, plate reader, 10 min; percent FRET-ratio fall versus neutral wells;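 active = mean replicate inhibition of at least 30% and at least 1% of replicates passing that level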;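 also: 0% = median of the neutral control wells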
# Glyco luc inh: blocks N-linked glycosylation in D54 reporter cells; AID 588692; reporter increase, % at 12.5 µM; D54 ERlucT glycosylation luciferase reporter, 24 h; percent of 100 nM tunicamycin response; 0.23% of 360,000 active;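 active = mean luciferase reporter signal, scaled so untreated is 0 and the glycosylation-blocking control 100, at or above a set limit in every replicate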;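 also: luciferase carries N-glycosylation sites so blocking glycosylation raises the light; 0% = median of neutral control wells and 100% = median of 100 nM tunicamycin wells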
# ABHD5 PLIN5 PPI: blocks binding of human ABHD5 to perilipin-5. AID 602281. Q00G26+Q8WTS1. Split G. princeps luciferase complementation, luminescence, 4 h. 0.78% of 360,000 active. inhibition, % at 4 µM;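 active = inhibition above the mean inhibition across every tested compound plus 3 SD, cut at about 22% in these data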;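 also: 0% = DMSO only wells and the 100% control is not disclosed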
# m5-HT2A agonist: activates the mouse 5-HT2A serotonin receptor. P35363. CHO-K1 mHTR2A beta-arrestin complementation, luminescence; percent of 30 µM serotonin response. activation, % at 7.6 µM. 0.66% of 360,000 active. AID 624169;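 active = activation above a run cutoff, the mean activation of all tested compounds plus 3 SD, cut at about 14% in these data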;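 also: 0% = plate median of compound wells and 100% = 30 µM serotonin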
# PDI inh: inhibitors of human protein disulfide isomerase; PDI insulin aggregation turbidity, A650, 90 min; 0.052% of 350,000 active; P07237; inhibition, % at 10 µM;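 active = mean inhibition across replicates of 30% or more, whatever share of single replicates reach that level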;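 also: absorbance from insulin aggregation driven by PDI reduction with DTT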
# Target sequence (P07237 whole entry, looked up): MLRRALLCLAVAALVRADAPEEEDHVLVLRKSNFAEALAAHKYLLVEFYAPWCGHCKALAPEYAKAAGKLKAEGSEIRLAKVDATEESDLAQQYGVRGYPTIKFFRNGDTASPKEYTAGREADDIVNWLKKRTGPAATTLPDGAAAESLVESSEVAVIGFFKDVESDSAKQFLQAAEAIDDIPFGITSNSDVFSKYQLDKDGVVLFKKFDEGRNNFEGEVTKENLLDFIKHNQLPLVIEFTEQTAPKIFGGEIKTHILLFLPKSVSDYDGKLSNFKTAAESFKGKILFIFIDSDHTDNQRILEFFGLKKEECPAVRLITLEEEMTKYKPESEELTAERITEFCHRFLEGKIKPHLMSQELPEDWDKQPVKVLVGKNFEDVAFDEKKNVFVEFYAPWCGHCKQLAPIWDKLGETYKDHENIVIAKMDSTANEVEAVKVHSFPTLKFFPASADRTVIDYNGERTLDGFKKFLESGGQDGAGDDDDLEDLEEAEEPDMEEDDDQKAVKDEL
# Exocytosis inh: blocks lytic granule exocytosis; 0.66% of 360,000 active; inhibition, % at 10 µM; TALL-104 LAMP-1 surface exposure, flow cytometry; cells stimulated with thapsigargin and PMA;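 active = inhibition above about 55%, limit read from the data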
# MC4R antag cAMP: antagonists of human melanocortin 4 receptor (MC4R). MC4R-expressing cells, MTII-stimulated cAMP, LANCE TR-FRET. P32245. 0.48% of 360,000 active. AID 540295. inhibition, % at 6.5 µM;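 active = inhibition above its plate's cutoff, the mean of tested wells on that plate plus 3 SD, cut at about 29% in these data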;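 also: 0% = Melanotan II alone and 100% = Melanotan II plus saturating MCL0020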
# Target sequence (P32245 whole entry, looked up): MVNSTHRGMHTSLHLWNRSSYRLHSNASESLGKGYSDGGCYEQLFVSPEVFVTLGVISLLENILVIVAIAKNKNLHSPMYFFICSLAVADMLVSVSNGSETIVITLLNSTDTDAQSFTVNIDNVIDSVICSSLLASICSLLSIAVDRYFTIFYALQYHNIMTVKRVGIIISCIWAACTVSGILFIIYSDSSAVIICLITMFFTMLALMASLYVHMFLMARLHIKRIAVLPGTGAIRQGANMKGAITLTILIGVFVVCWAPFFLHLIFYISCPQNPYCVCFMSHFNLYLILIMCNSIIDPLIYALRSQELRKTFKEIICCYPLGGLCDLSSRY
#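 Assay system: human MC4R-expressing U2OS cells; reagent: Melanotan II stimulation of cells; dosing: 6.5 µM single dose; timing: compound 30 min, challenge 1 h, detection 1 h; signal: TR-FRET cAMP assay; replicates: one well per compound, no replicates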
# MC4R barr agon: agonists of human melanocortin 4 receptor (MC4R) beta-arrestin. AID 540308. U2OS MC4R beta-arrestin complementation, luminescence; percent of melanotan II response, DMSO zero. activation, % at 8.9 µM. P32245. 0.98% of 360,000 active;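 active = activation above a per-plate cutoff, the mean activation of sample wells on that plate plus 3 SD, cut at about 8% in these data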
# ABCB6 inh 2: human ABCB6 transporter inhibition | K562-ABCB6 porphyrin accumulation, flow cytometry, 1 h; stronger effect = lower value | 0.19% of 360,000 active | AID 602162 | Q9NP58 | fluorescence ratio to DMSO, % at 10 µM;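 active = fluorescence ratio to DMSO below 75%, the collection mean minus 3 SD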;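 also: signal is porphyrin accumulated inside mitochondria; 100% equals median channel fluorescence of DMSO control wells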
# The depositor's hits bear a star; . = not tested or not shown.
SMILES,Cardio protect,CaV13 FRET inh,Glyco luc inh,ABHD5 PLIN5 PPI,m5-HT2A agonist,PDI inh,Exocytosis inh,MC4R antag cAMP,MC4R barr agon,ABCB6 inh 2
Cc1cc(N2C(=O)c3ccc(C(=O)Nc4ccc(CC(=O)O)cc4)cc3C2=O)no1,-2,-6,1,6,3,2,-14,-1,-2.8,101
Cc1ccc(S(=O)(=O)NNC(=O)c2sc(NS(=O)(=O)c3ccccc3)nc2C)cc1,1,-4,2,3,-3,-11,5,9,-2.6,86
CC(=O)Nc1ccccc1C(=O)C(=O)Nc1ccc(C(=O)NCC2CCCO2)cc1 (stereo unspecified),5,-6,2,-3,4,-6,0,2,-2.1,106
CCCC(=O)Nc1sc(C)c(C)c1C#N,-2,-7,1,-3,-3,7,-1,6,-0.6,103
CCN(C(=O)COC(=O)CNC(=O)C12CC3CC(CC(C3)C1)C2)C1CCS(=O)(=O)C1 (stereo unspecified),5,-4,1,-9,-2,11,1,-3,-2.9,99
O=C(NN1CCOCC1)c1cccc(COc2cccc(Br)c2)c1,1,2,-1,3,-2,-1,-1,-1,-0.3,99
CCOC(=O)C(=O)Nc1cc([N+](=O)[O-])ccc1C,10,-6,-2,8,5,-2,-6,-2,1.4,105
Cc1ccc(C(C)C)c(OCC(=O)N2CCOCC2)c1,3,-4,-2,-5,-1,-6,3,3,0.6,90
CC[C@]12c3[nH]c4ccccc4c3CCN1C(=O)C(CC(=O)NCCC1=CCCCC1)C[C@@H]2C(=O)N1CCN(C(=O)C2CC2)CC1 (stereo partly specified),11,-6,1,-1,-1,-6,-1,-1,-3.5,103
Cn1ccnc1C1CCCCN1Cc1nc(-c2ccc(Cl)cc2)no1 (stereo unspecified),-3,-6,3,7,2,10,-2,-2,-2.9,94
COC(=O)N/N=C\c1cc2c(cc1Br)OCO2,6,-5,0,-1,-4,1,-3,22,3.0,103
CCN(CC)CCNC(=O)c1ccc(NC(=O)c2ccc(Cl)c(S(=O)(=O)N3CCCCCC3)c2)cc1,-14,-2,-9,12,-7,5,52,5,-3.3,94
COc1ccc(C2CC(c3ccccc3)=NN2C(=O)COC(=O)c2cccc(O)c2)cc1 (stereo unspecified),-6,-5,-10,-9,-2,8,14,0,0.9,88
COc1ccc(CNC(=O)C(C)OC(=O)c2cccn2C)cc1 (stereo unspecified),-1,-6,2,-6,-7,-1,-1,1,-1.6,90
CC(C)(C)CC(=O)Nc1nnc(C(F)(F)F)s1,-8,-3,-1,-7,3,-1,-2,4,-1.2,86
Cc1ccc(N(CCCCN2C(=O)c3ccccc3C2=O)C(=O)c2ccc(Cl)s2)cc1,-3,-4,-2,6,4,-6,1,-3,-4.0,99
CC(Cc1cccs1)NC(=O)Nc1ccc(F)cc1 (stereo unspecified),0,-5,-1,-5,-2,0,-1,2,-0.8,93
O=C(CN1C(=O)NC2(CCCCC2)C1=O)N1CCc2ccccc2C1,0,-2,-1,-4,-4,-4,0,-7,-3.0,93
CC(NC(=O)c1ccccc1C(=O)O)c1ccc(-n2ccnc2)cc1 (stereo unspecified),0,-23,2,1,-5,13,-17,1,-0.1,99
C[n+]1c2n(c3ccccc31)N=C(c1ccc(Cl)cc1)CS2,-11,-5,22,-11,0,15,-1,-13,-1.2,96
CCCCn1c(N)c(N(CCOC)C(=O)CSc2ccc([N+](=O)[O-])cc2)c(=O)[nH]c1=O,9,-6,1,-15,3,8,1,-1,-1.1,93
O=C(O)C1CC=CCC1C(=O)NCc1ccc(Cl)c(Cl)c1 (stereo unspecified),-10,-5,0,2,7,8,0,10,0.3,99
N#Cc1ccccc1OCC(=O)Nc1ccc2c(c1)OCO2,-13,-7,-4,-1,3,2,3,11,1.6,98
COc1ccc(F)cc1S(=O)(=O)N1CCc2ccccc2C1,-5,-4,0,-4,3,5,-11,9,2.3,105
CCn1c2ccccc2c2nnc(SCc3ccccc3)nc21,-18,-5,-6,9,-3,9,2,-12,-0.2,105

# Reprinted from the part before: 3 entries; new compounds follow.
SMILES,Cardio protect,CaV13 FRET inh,Glyco luc inh,ABHD5 PLIN5 PPI,m5-HT2A agonist,PDI inh,Exocytosis inh,MC4R antag cAMP,MC4R barr agon,ABCB6 inh 2
N#Cc1ccccc1OCC(=O)Nc1ccc2c(c1)OCO2,-13,-7,-4,-1,3,2,3,11,1.6,98
COc1ccc(F)cc1S(=O)(=O)N1CCc2ccccc2C1,-5,-4,0,-4,3,5,-11,9,2.3,105
CCn1c2ccccc2c2nnc(SCc3ccccc3)nc21,-18,-5,-6,9,-3,9,2,-12,-0.2,105
O=C(Cn1cnc2c(oc3ccccc32)c1=O)N1CCCC1,1,-7,-1,0,-1,-3,0,10,0.0,101
O=C1CCCC(O)=C1C1C2=C(CCCC2=O)OC2=C1C(=O)CCC2,-2,-14,0,10,3,3,-1,-4,-0.8,102
O=C(CSc1nnc(-c2ccncc2)n1CCc1ccccc1)NCc1ccccc1,6,-3,1,3,6,-4,-3,6,-1.2,97
O=C(NN=Cc1ccc([N+](=O)[O-])cc1)C1CC1,0,-10,0,4,1,1,2,4,-1.0,97
CC(C(=O)N1c2ccccc2Sc2ccccc21)n1nnc(-c2cccs2)n1 (stereo unspecified),-2,.,-6,0,-6,-5,-2,12,0.6,95
CC(=O)N1CCc2cc(S(=O)(=O)CCC(=O)N3CCc4ccccc4C3)ccc21,-5,-5,1,7,4,8,-2,13,-1.2,95
Cc1ccc(NC(=O)CN(C)C(=O)C(Sc2ccccc2)c2ccccc2)cc1 (stereo unspecified),-6,-2,1,-15,-4,3,1,4,-0.3,100
CS(=O)(=O)C1=NN2C(=N)/C(=C\c3ccc(OCCOc4ccccc4)cc3)C(=O)N=C2S1,-7,.,0,-5,10,0,6,19,1.1,99
C/C(=N\NC(=O)CNc1ccccc1)c1ccccc1,-6,-5,1,-2,-1,-1,-2,-4,-0.8,99
O=C1NC(=O)/C(=C\c2ccccc2Oc2ccc(F)c(F)c2)S1,-31,-1,-3,0,-4,0,2,0,-2.4,86
CC(NCc1ccccc1OC1CCCC1)c1ccccc1 (stereo unspecified),-2,-4,-1,-1,-5,3,9,14,8.1,98
CCc1nc2ccc(C(=O)NCCC(C)C)cn2c1N(CC)CCN(C)C,6,-5,-1,-7,2,-3,1,2,-0.8,100
O=S(=O)(NC1CCCC1)c1cccc(-c2nnc(-c3ccccc3)o2)c1,-3,.,0,3,-5,2,-2,8,-3.0,95
COc1ccc(CNC(=O)CSc2nnc3c(n2)[nH]c2ccccc23)cc1,-2,-5,1,3,-4,12,-13,3,-2.0,95
O=C(CN1CCN(C/C=C/c2ccccc2)CC1)Nc1cc([N+](=O)[O-])ccc1Cl,7,-2,3,6,0,1,-1,6,-1.4,92
CCCCC(=O)Nc1nn(CC(C)C)c2nc3ccccc3cc12,9,-7,1,-3,5,-4,0,3,2.2,95
Clc1nc2sccn2c1/C=N/n1cnc2ccccc21,66*,-10,3,4,-2,-12,3,0,2.7,100
CC(=O)c1ccc(NC(=O)CCc2c(C)nc3ncnn3c2C)cc1,9,-4,0,0,1,6,3,-5,-0.9,106
Cc1ccc2[nH]c3c(=O)n(CC(=O)NCCCN(C)Cc4ccccc4)ncc3c2c1,8,-7,1,2,1,-6,4,13,-2.8,100
Cc1c(/C=N/Nc2ccc(F)cc2)c(O)n(C)c(=O)c1C#N,3,-3,6,12,-5,-16,-6,-11,0.9,103
O=C(COC(=O)CC1CCCC1)Nc1ccc(Cl)cc1,-3,-6,0,3,7,-10,2,4,-1.8,96
COc1ccc(NC(=O)Nc2ccc3c(c2)C(=O)N([C@H](C)CO)C[C@@H](C)[C@@H](CN(C)C(=O)C2CCCCC2)OCCCC[C@H](C)O3)cc1,-2,-6,-1,-3,1,4,-1,4,-1.1,98
Cc1ccc(S(=O)(=O)N2CCCCC2)cc1NC(=O)COc1ccccc1,-2,-6,-2,5,-2,-2,1,4,-2.3,90
CN(C(=O)COC(=O)c1ccccc1NCc1ccco1)c1c(N)n(Cc2ccccc2)c(=O)[nH]c1=O,6,-6,0,-1,-2,-1,7,0,-1.9,99
CN1C(=O)c2cccc3c(S(=O)(=O)Nc4ccc(O)c(C(=O)O)c4)ccc1c23,-8,-2,2,11,0,-11,3,12,-0.3,97
CC(CC(c1ccccc1)N1CCc2ccccc2C1)=NO (stereo unspecified),-8,-10,-4,5,2,1,-2,-4,0.7,92
COCCNC(=O)CN(C(=O)CCC(=O)Nc1ccccn1)c1ccc(C)c(C)c1,-5,-5,3,-8,6,-1,2,19,1.4,104
Cc1ccc(S(=O)(=O)N(C)C)cc1NC(=S)NC(C)CCCC(C)C (stereo unspecified),-13,-9,-6,-13,-6,2,1,1,-1.1,81
Cc1ccc(-c2nnc(SCC(=O)Nc3nccs3)n2N)cc1,3,-4,2,1,2,-2,4,-3,-2.2,101
O=C(Nc1ccc(N2CCCCCC2)cc1)c1cccc(S(=O)(=O)N2CCOCC2)c1,-6,-4,-4,-14,-1,15,3,2,-0.9,94

# Six of the entries above in order of the CaV13 FRET inh value, smallest number first:
smiles,CaV13 FRET inh
O=C1CCCC(O)=C1C1C2=C(CCCC2=O)OC2=C1C(=O)CCC2,-14
CC(CC(c1ccccc1)N1CCc2ccccc2C1)=NO (stereo unspecified),-10
Cc1ccc(-c2nnc(SCC(=O)Nc3nccs3)n2N)cc1,-4
O=C(CSc1nnc(-c2ccncc2)n1CCc1ccccc1)NCc1ccccc1,-3
CN1C(=O)c2cccc3c(S(=O)(=O)Nc4ccc(O)c(C(=O)O)c4)ccc1c23,-2
O=C1NC(=O)/C(=C\c2ccccc2Oc2ccc(F)c(F)c2)S1,-1

# Two entries from above in another layout:
O=C(NN=Cc1ccc([N+](=O)[O-])cc1)C1CC1
  Cardio protect = 0	CaV13 FRET inh = -10	Glyco luc inh = 0	ABHD5 PLIN5 PPI = 4	m5-HT2A agonist = 1	PDI inh = 1	Exocytosis inh = 2	MC4R antag cAMP = 4	MC4R barr agon = -1.0	ABCB6 inh 2 = 97

CC(CC(c1ccccc1)N1CCc2ccccc2C1)=NO (stereo unspecified)
  Cardio protect = -8	CaV13 FRET inh = -10	Glyco luc inh = -4	ABHD5 PLIN5 PPI = 5	m5-HT2A agonist = 2	PDI inh = 1	Exocytosis inh = -2	MC4R antag cAMP = -4	MC4R barr agon = 0.7	ABCB6 inh 2 = 92
